Assay outcomes (PubChem BioAssay)
DUSP3 inh: inhibitors of human VHR1 phosphatase (DUSP3); P51452; recombinant VHR phosphatase, colorimetric substrate read-out; inhibition, % at 20 µM; actives 0.7% (n = 50,000); in the data active = inhibition above about 60%; also: some results filed as inactive read as strong as hits
Target sequence (P51452 whole entry, looked up): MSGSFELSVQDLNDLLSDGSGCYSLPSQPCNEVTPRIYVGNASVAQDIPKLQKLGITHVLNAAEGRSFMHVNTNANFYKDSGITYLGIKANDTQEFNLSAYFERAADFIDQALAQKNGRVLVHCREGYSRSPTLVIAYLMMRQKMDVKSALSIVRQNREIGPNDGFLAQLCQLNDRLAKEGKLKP
An asterisk follows results filed as active.

SMILES | DUSP3 inh
CCOc1ccc(C2Nc3cccc4cccc(c34)N2)cc1OC | 12.0
Cc1ccc(S(=O)(=O)NCCC(=O)Nc2ccc([N+](=O)[O-])cc2)cc1 | -15.2
CCOc1ccc(C(=O)Nc2cc(Cl)cc(Cl)c2)cc1Br | -11.0
COc1cccc(C(=O)Nc2nnc(CCS(=O)(=O)c3ccc(Br)cc3)s2)c1 | -37.3
CCOC(=O)c1c(NC(=O)c2ccncc2)sc(C(C)=O)c1C | 2.4
CCN(C(=O)c1sc(NC(=O)c2ccccc2F)c(C#N)c1C)C1CCCCC1 | -7.5
Cc1cc(C)nc(SCC(=O)NCc2ccco2)n1 | -32.4
O=C1CSC(c2ccc3c(c2)OCO3)N1 (centres undefined) | -7.9
O=c1oc(-c2ccc(Cl)cc2Cl)nc2ccccc12 | 3.5
Cc1cc(C)n(-c2ccc(N3CCOCC3)nn2)n1 | -2.0
O=C(COc1ccc(Br)cc1)Nc1ccc(Cl)cc1 | 6.6
CC1CCN(C(=O)c2ccc(Cl)cc2)CC1 | -21.2
CCN1C(=O)/C(=C\c2ccccc2C)SC1=S | -4.4
Cc1ccc(CSCCNC(=O)c2ccc(OC3CSC3)cc2)cc1 | -7.9
CCOC(=O)CSc1nc2sc3c(c2c(=O)[nH]1)CC(C)(C)OC3 | -13.6

Looked up above:
CCN(C(=O)c1sc(NC(=O)c2ccccc2F)c(C#N)c1C)C1CCCCC1 in DUSP3 inh is entered as -7.5
CCOc1ccc(C(=O)Nc2cc(Cl)cc(Cl)c2)cc1Br in DUSP3 inh is entered as -11.0
O=c1oc(-c2ccc(Cl)cc2Cl)nc2ccccc12 in DUSP3 inh is entered as 3.5
CCN1C(=O)/C(=C\c2ccccc2C)SC1=S in DUSP3 inh is entered as -4.4
Cc1ccc(S(=O)(=O)NCCC(=O)Nc2ccc([N+](=O)[O-])cc2)cc1 in DUSP3 inh is entered as -15.2
O=C(COc1ccc(Br)cc1)Nc1ccc(Cl)cc1 in DUSP3 inh is entered as 6.6

The listing picks up; the 5 compounds before the break are reprinted first.
SMILES | DUSP3 inh
O=C(COc1ccc(Br)cc1)Nc1ccc(Cl)cc1 | 6.6
CC1CCN(C(=O)c2ccc(Cl)cc2)CC1 | -21.2
CCN1C(=O)/C(=C\c2ccccc2C)SC1=S | -4.4
Cc1ccc(CSCCNC(=O)c2ccc(OC3CSC3)cc2)cc1 | -7.9
CCOC(=O)CSc1nc2sc3c(c2c(=O)[nH]1)CC(C)(C)OC3 | -13.6
CC(C)(C)C1(O)CC(C(F)(F)F)=NN1C(=O)c1ccc([N+](=O)[O-])cc1 (centres undefined) | -9.9
COc1ccc(/C=C2\SC(=Nc3ccc(C)cc3)N(c3ccc(C)cc3)C2=O)cc1C(=O)O | -17.4
O=C(COc1ccc2ccccc2c1)NCc1ccccn1 | 0.1
Fc1ccc(OCCCN2CCOCC2)cc1 | -8.4
CCOC(=O)c1ccc(NC(=O)c2cc(Cl)c(OC)c(Cl)c2)cc1 | -9.6
CCOC(=O)c1[nH]cnc1C(=O)Nc1ccc(Br)cc1 | -21.7
COc1ccc(NC(=O)CC(c2ccccc2)c2ccccc2)c(OC)c1 | -36.4
Cc1ccc(-c2cc(C(=O)N/N=C/c3cccc([N+](=O)[O-])c3)[nH]n2)cc1 | -3.0
CC1(C)SSC(=O)C1NC(=O)c1ccccc1 (centres undefined) | -12.0
CC(=O)Oc1ccc(N2C(=O)C3C4C=CC(C4=C(C)C)C3C2=O)cc1 (centres undefined) | -21.6
O=C(c1ccc(Cl)cc1Cl)N1CCN(c2ccccn2)CC1 | -7.1
Cc1cc(OCC(=O)Nc2ccc(Cl)c(-c3nc4ncccc4o3)c2)cc(C)c1Cl | 68.9
CC(=O)Nc1ccc(S(=O)(=O)NCc2ccccc2)cc1 | -18.0
CCOc1ccccc1C(=O)NCCc1nc2ccccc2[nH]1 | -7.3
Cc1ccc(S(=O)(=O)Nc2ccc(N3CCOCC3)cc2)cc1[N+](=O)[O-] | 9.9
Cc1ccccc1OCCNC(=O)c1cccc2ccccc12 | -1.7
COc1ccc(S(=O)(=O)n2cnc3ccccc32)cc1[N+](=O)[O-] | -0.6
CCOc1ccc(C2/C(=C(\O)c3ccccc3)C(=O)C(=O)N2CCOC)cc1 (centres undefined) | 7.1
CCOP(=O)(CN(C)S(=O)(=O)c1ccc(Br)cc1)OCC | -44.1
CC(C)CNC(=O)c1cccc(NC(=O)c2ccccc2-c2ccccc2C(=O)O)c1 | -2.9
CCOC(=O)CSc1nc2c(c(=O)n(C)c(=O)n2C)n1C | -6.5
O=C(Nc1ccc2c(c1)OCCO2)c1cccnc1 | -37.8
CCN(CC)c1ccc(NC(=O)c2ccc3ccccc3n2)cc1 | -4.7
COc1cccc(C(=O)OC2CC(C)N(C)CC2C)c1 (centres undefined) | -29.1
O=C(CSc1nc(O)c(C(c2ccccc2)c2ccccc2)c(=O)[nH]1)N1CCOCC1 | 12.6
COc1ccc(-c2noc(/C=C/c3ccccc3)n2)cc1 | -17.5
Cc1c(NC(=S)NC(NC(=O)c2ccccc2Cl)C(Cl)(Cl)Cl)c(=O)n(-c2ccccc2)n1C (centres undefined) | -19.0
Cc1cccc(OC(=O)COc2ccc(Cl)cc2Cl)c1 | 9.6
NS(=O)(=O)c1ccc(NC(=O)/C(=C\c2ccc(Br)cc2)NC(=O)c2ccccc2)cc1 | -2.2
OC(COc1ccc(C23CC4CC(CC(C4)C2)C3)cc1)CN1CCN(c2ccc(F)cc2)CC1 (centres undefined) | 13.5
CCOc1ccccc1NC1=C(Cl)C(=O)N(c2ccc(Cl)cc2)C1=O | -13.4
COc1ccc(Nc2cc(C)nc(-c3ccccc3O)n2)cc1 | -12.5
O=C(/C=C/c1ccc(F)cc1)NC(=S)NCc1ccco1 | -11.8
CC1=C(C(=O)OCC2CCCO2)C(c2cccs2)C2=C(CC(C)(C)CC2=O)N1 (centres undefined) | -0.6
CCCCSc1nnc2c(n1)OC1(Nc3ccccc3-2)C(=O)Nc2ccc(F)cc21 (centres undefined) | -36.7
Cc1cc(Cl)ccc1NC(=O)COc1cc(C)c(Cl)c(C)c1 | -2.0
CC1(C)C(c2ccccc2)=NC(c2ccccc2F)=[N+]1[O-] | -2.6
COc1ccc(-c2nc3ccccc3c(=O)n2-c2nc3ccccc3n2C)cc1 | -1.7
COc1ccc(/C=C2/SC(=S)N(c3cccc(Cl)c3)C2=O)cc1 | -17.8
CC1=C/C(=N\N=C2\NC(=O)C(CC(=O)Nc3ccc(C(=O)O)cc3)S2)CC(C)(C)C1 (centres undefined) | 0.1
CC(C)(C)c1ccc(C(=O)N/N=C/c2ccc(O)cc2)cc1 | -17.0
CSc1nnc2c(n1)OC(c1ccncc1)Nc1ccccc1-2 (centres undefined) | -13.8
CCCCCOC(=O)CSc1nnc(-c2ccccc2)o1 | -13.7
COc1ccc(CN2CCN(Cc3cccc([N+](=O)[O-])c3)CC2)c(OC)c1 | 13.5
O=C(CN1CCOCC1)Nc1ccc(-c2nc3ccccc3[nH]2)cc1 | -43.7

Compounds shown so far that contain a furan ring, fused or not:
SMILES | DUSP3 inh
Cc1cc(C)nc(SCC(=O)NCc2ccco2)n1 | -32.4
O=C(/C=C/c1ccc(F)cc1)NC(=S)NCc1ccco1 | -11.8

(further entries)
SMILES | DUSP3 inh
COc1ccc(-c2nnc(-c3sc4ccccc4c3Cl)o2)cc1 | -13.4
OC(COC1CCCCC1)Cn1c2ccccc2c2ccccc21 (centres undefined) | 4.9
CCCOc1ccc(Cl)cc1/C=C(/C#N)c1nc2ccc(C)cc2[nH]1 | -22.9
CCN(CC)c1ccc(C=Nc2ccc(S(N)(=O)=O)cc2)cc1 | -6.6
Cc1c(NC(=O)C(c2ccccc2)c2ccccc2)cccc1[N+](=O)[O-] | -10.6
CCSc1nc2c(C)c(O)c(C)cc2[nH]1 | -23.0
Fc1ccc(NC(=S)Nc2ccccn2)cc1 | 10.0
CC(C)C(=O)Nc1cc(C(F)(F)F)cc(C(F)(F)F)c1 | 11.5
O=C1CC2c3ccccc3C1C1C(=O)N(CC34CC5CC(CC(C5)C3)C4)C(=O)C21 (centres undefined) | -20.7
CCC1C(=O)N=C(SCC(=O)Nc2ccccn2)NC1=O (centres undefined) | -5.8
CC(=O)c1cc(C(=O)CC(=O)Nc2ccc([N+](=O)[O-])cc2)sc1Nc1ccccc1 | -5.5
CCNC(=O)C(=O)Nc1ccc(OCC)cc1 | -17.5
Cc1ccc(S(=O)(=O)N(CC(O)CN2CCCCC2)c2cccc3ccccc23)cc1 (centres undefined) | 8.0
COc1ccc2c(c1OC)C(=O)N1N=C(c3ccc(I)cc3)CC21 (centres undefined) | -41.9
Cc1ccc(C)c(NC(=O)CN(c2cc(Cl)cc(Cl)c2)S(C)(=O)=O)c1 | -18.7
Cc1ccc(/C=C/C(=O)Nc2cccc(C(F)(F)F)c2)o1 | 22.1
CN1C(=O)NC(=O)/C(=C\c2cc(Cl)c(OCC(=O)O)c(Cl)c2)C1=O | -0.6
CCc1cc(C)cc(OCCOc2ccc([N+](=O)[O-])cc2/C=C2/SC(=S)N(C)C2=O)c1 | -11.0
COc1ccc(C2=NN(C(C)=O)C(c3ccccc3)C2)cc1 (centres undefined) | -6.5
O=C(Nc1ccc2c(c1)oc1ccccc12)c1cc2ccccc2o1 | -30.2
Cc1ccc(OCCCn2ccnc2)c(Cl)c1 | -0.1
O=C(Nc1ccccc1)Nc1nnc(CSCc2ccc(Cl)cc2)s1 | 2.5
O=C(O)C1CCCCC1C(=O)NCCC1=CCCCC1 (centres undefined) | -10.4
Cc1ccc(C(C)C)c(OCC(=O)Nc2ncc(S(=O)(=O)c3ccc([N+](=O)[O-])cc3)s2)c1 | -5.7
O=C(Nc1ccc(Cl)cc1)Nc1nnc(-c2cccs2)s1 | -15.6
COc1ccc(N(CC(=O)N/N=C/c2cc(Br)c(C)o2)S(=O)(=O)c2ccc(NC(C)=O)cc2)cc1 | 22.3
COC(=O)C1=C(C)N(C)C(C)=C(C(=O)OC)C1c1cccc([N+](=O)[O-])c1 | 12.8
O=S(=O)(NCc1ccc2c(c1)OCO2)c1ccc(Br)cc1 | -9.0
COc1ccc(C(=O)N2CCN(Cc3ccc(SC)cc3)CC2)cc1 | 6.1
CCOC(=O)C1=C(C)OC(N)=C(C#N)C1c1ccc(OC)cc1 (centres undefined) | 3.7
Nc1nnc(Cc2ccccc2F)s1 | -2.9
COC(=O)c1c(NC(=O)c2ccc(C)c(C)c2)sc2c1CCCCC2 | -2.3
CC(=O)Cc1cc(O)c2ccccc2c1OC(=O)c1ccccc1 | -4.2
Cc1ccc(N=Cc2cccc(C)c2O)c(O)c1 | -5.3
COc1cccc(N(CC(=O)Nc2cc(C)ccc2C)S(=O)(=O)c2ccccc2)c1 | -6.4
COc1ccc(CC(=O)Nc2cccc(Br)c2)cc1OC | -49.1
CCSc1nc2sc3c(c2c(=O)n1-c1ccc(OC)cc1)CCC3 | -3.3
COc1ccc(-c2cc(=O)oc3c(C)c(OC(C)=O)ccc23)cc1 | 0.8
C(=Nc1ccc2c(c1)OCCOCCOc1cc(N=Cc3ccccc3)ccc1OCCOCCO2)c1ccccc1 | -8.8
O=c1ccn(Cc2ccccc2)c(=O)n1Cc1ccccc1 | 4.7
Cc1ccc(NC(=O)C(=O)NCc2ccccc2Cl)cc1 | -9.0
CCC(=O)N1c2ccccc2NC2=C(C(=O)CC(c3ccccc3)C2)C1c1ccc(F)cc1 (centres undefined) | 113.1*
COC(=O)c1ccc2c(c1)-c1ccc(C(=O)OC)c3cccc-2c13 | -2.4
CN1C2C=C(N(CCc3c[nH]c4ccccc34)C(=O)c3ccccc3)CC1CC2 (centres undefined) | 6.0
O=C(O)c1ccc(-n2ncc(Cl)c(Cl)c2=O)cc1 | -2.7
Cc1ccccc1C(=O)Nc1ccc(S(=O)(=O)Nc2ncccn2)cc1 | 6.7
COc1ccc(OC)c(/C=C/C(=O)c2c(-c3ccccc3)c3cc(Br)ccc3[nH]c2=O)c1 | 6.3
O=C(Nc1ccc(Cl)cn1)c1ccc(-c2cccc(Cl)c2)o1 | -8.3
CCOC(=O)C1C2C(=O)N(c3ccc(C)cc3C)C(=O)C12 (centres undefined) | -3.8
CCOC(=O)c1ccc2[nH]c(C)c(C)c2c1 | -7.4
O=C(NCc1cccnc1)/C(=C/c1ccc(-c2cccc(Cl)c2)o1)NC(=O)c1ccccc1 | -15.0
COc1ccccc1CC1S/C(=N\N=C\c2cccc([N+](=O)[O-])c2)NC1=O (centres undefined) | -36.6
COc1ccc(C2/C(=C(\O)c3ccccc3)C(=O)C(=O)N2CCCCCC(=O)O)cc1 (centres undefined) | -15.1
Cc1cc(C(=O)Nc2ccccc2C(=O)O)ccc1NC(=O)C(C)(C)C | 6.7
COC(=O)c1ccccc1NC(=O)COc1cc(C)ccc1C(C)C | -1.2
C/C(=C\C(=O)ONC(=O)c1ccccc1)NCc1ccccc1 | -17.0
Cc1ccccc1OCC(O)CNS(=O)(=O)c1ccccc1C(=O)O (centres undefined) | -17.3
CCOC(=O)c1c(NC(C)=O)sc2cc(C(C)(C)C)ccc12 | -12.1
O=C(Nc1cccc(Br)c1)Nc1ccc2nccnc2c1 | 15.5
CC(=O)c1ccc(NC(=O)c2ccc(Cl)c([N+](=O)[O-])c2)cc1 | -0.1

Two entries from above, tab-delimited:
compound	DUSP3 inh
COC(=O)C1=C(C)N(C)C(C)=C(C(=O)OC)C1c1cccc([N+](=O)[O-])c1	12.8
O=S(=O)(NCc1ccc2c(c1)OCO2)c1ccc(Br)cc1	-9.0

The results go on:
SMILES | DUSP3 inh
COc1ccc(C2Nc3ccccc3NC3=C2C(=O)CC(C)(C)C3)cc1OCc1ccccc1 (centres undefined) | 4.4
CCOC(=O)c1[nH]c(=O)[nH]c1CN1CCc2ccccc2C1 | 12.0
CCOC(=O)C(C)Oc1cccc2c1ccc1c(-c3ccccc3)cc(=O)oc12 (centres undefined) | -6.4
C=C(C)C(C)(C#CCN1CCOCC1)OC(C)=O (centres undefined) | 4.3
C=C(C)COc1ccc2oc(C)c(C(=O)OCCOC)c2c1 | -20.2
O=c1c2c(nc3cc(-c4ccc(Cl)cc4)[nH]n13)CCCC2 | -13.5
O=C(/C=C/c1cccs1)N1CCN(Cc2ccccc2)CC1 | 8.9
O=C1CC(N2CCN(C/C=C/c3ccccc3)CC2)C(=O)N1c1ccc(Cl)c(Cl)c1 (centres undefined) | -17.6
O=c1cc(N2CCOCC2)c2ccccc2s1 | 3.4
O=C1/C(=C\c2cccs2)SC(=S)N1CCC(=O)N1CCCc2ccccc21 | -30.1
CCOC(=O)c1cc(C)sc1NC(=O)c1sc2cc(F)ccc2c1Cl | -3.7
NS(=O)(=O)c1ccc(NC(=O)c2c(Cl)cccc2Cl)cc1 | -11.1

An excerpt; the hit share may differ from the screen's.
